High-throughput results as filed in PubChem BioAssay.
12-LOX inh: inhibitors of human 12S-lipoxygenase ALOX12 | P18054 | purified 12hLO, xylenol orange hydroperoxide absorbance | Potency, µM (doses to about 108 µM), for inactives: top-dose activity change, negative = inhibition, hits mostly inhibitors | actives 1.1% (n = 580,000) | AID 1671190; active = well fitted inhibition curve with a large enough effect; inconclusive = small, poorly fitted or top-dose-only effect, or another doubt; inactive = no such curve, though single readings can be large or run the other way
Target sequence (P18054 whole entry, looked up): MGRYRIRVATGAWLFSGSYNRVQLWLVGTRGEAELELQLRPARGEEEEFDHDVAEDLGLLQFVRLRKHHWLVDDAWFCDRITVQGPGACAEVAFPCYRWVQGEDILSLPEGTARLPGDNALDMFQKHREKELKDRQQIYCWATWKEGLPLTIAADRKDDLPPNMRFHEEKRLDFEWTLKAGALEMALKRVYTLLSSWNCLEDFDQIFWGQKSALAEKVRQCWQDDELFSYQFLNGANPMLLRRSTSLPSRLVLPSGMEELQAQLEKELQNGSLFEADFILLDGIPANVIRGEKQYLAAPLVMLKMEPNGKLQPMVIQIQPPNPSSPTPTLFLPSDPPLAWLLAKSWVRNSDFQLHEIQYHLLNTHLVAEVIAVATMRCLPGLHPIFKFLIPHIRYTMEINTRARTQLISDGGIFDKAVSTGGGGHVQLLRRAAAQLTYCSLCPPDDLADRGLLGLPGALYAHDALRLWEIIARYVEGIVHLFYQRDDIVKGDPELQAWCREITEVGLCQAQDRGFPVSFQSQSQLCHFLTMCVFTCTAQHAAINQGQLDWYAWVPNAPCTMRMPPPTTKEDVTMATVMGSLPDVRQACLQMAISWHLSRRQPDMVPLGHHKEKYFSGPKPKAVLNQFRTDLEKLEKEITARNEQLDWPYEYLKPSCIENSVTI
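Hydroperoxide product was detected by ferrous iron/xylenol orange as the 573 to 405 nm absorbance ratio. Arachidonic acid at 40 uM (final) was turned over for 30 min at room temperature by 150 nM human 12hLO, pH 7.0 Hepes buffer, after 15 min compound preincubation.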
* = called active by the depositor; ? = inconclusive; [ ] = remark or other dose. % is scaled to controls: 0 for no effect and ±100 for the full control effect; potency is read from the fitted curve at half-maximal effect.

SMILES	12-LOX inh
CCCn1c(=O)n(CC(=O)N(C)CC(=O)Nc2ccccc2Br)c2ccccc21	-13%
CCn1c(-c2ccccc2)nn(CC(=O)NCCc2ccc(C)o2)c1=O	81%[activator]
CN1CCCCCC1C(=O)N1CCC(N2CCC(C(=O)NCc3ccccn3)CC2)CC1 (stereo unspecified)	60%[activator]
O=C(O)c1ccc(CS(=O)c2ccc(F)cc2)o1 (stereo unspecified)	?
O=C(NCCC1=CCCCC1)C12CC3CC(CC(C3)C1)C2	-22%
Cc1ccc2nc(/C(C#N)=C/c3cc(Br)c(O)c(Br)c3)[nH]c2c1	?
CCCc1cc(-c2nc3c([nH]2)CC(c2ccccc2OC)CNC3=O)on1 (stereo unspecified)	165%[activator]
CC(C)N1CCN(C2CCOC3(CCN(C(=O)C4CC4)CC3)C2)CC1 (stereo unspecified)	44%[activator]
Cc1cn2nnc(C(=O)N3CCC(C(=O)Nc4cccc(F)c4)CC3)c2c(=O)[nH]1	31%[activator]
O=C(Cn1ccn2nc(-c3ccc(F)cc3)c(CO)c2c1=O)Nc1ccc(F)c(F)c1	-17%
CS(=O)(=O)c1ccc2c(c1)nc1n2[C@@H](CNC(=O)c2ccccc2)COC1	3%[176 µM]
O=C(NC1CCCC1)c1cc(C2CC2)nc2onc(C3CCCN3)c12 (stereo unspecified)	2%[6.33 µM]

Some of the entries so far, bar-delimited.
mol | 12-LOX inh
CN1CCCCCC1C(=O)N1CCC(N2CCC(C(=O)NCc3ccccn3)CC2)CC1 (stereo unspecified) | 60%[activator]
O=C(O)c1ccc(CS(=O)c2ccc(F)cc2)o1 (stereo unspecified) | ?
O=C(NCCC1=CCCCC1)C12CC3CC(CC(C3)C1)C2 | -22%
Cc1ccc2nc(/C(C#N)=C/c3cc(Br)c(O)c(Br)c3)[nH]c2c1 | ?

More records.
SMILES	12-LOX inh
COc1ccc(C(=O)N2CCC3(CC2)CC(OC)CCO3)cc1OC (stereo unspecified)	0%
CCCCc1ccc(Nc2ncnc3c2cnn3-c2ccc(OC)cc2)cc1	?
O=C(CSc1nnc2ccc(-c3cccs3)nn12)N1CCN(c2ccccc2)CC1	7%
CCN1CCN(c2oc(-c3cccc(Cl)c3)nc2C#N)CC1	-29%
CC(=O)N1CCc2nc3sc(C(=O)Nc4ccccc4F)c(N)c3c(C(F)(F)F)c2C1	-6%
CC(=O)c1cnn(-c2cc(NC3CCCCC3)nc(C)n2)c1C	34%[activator]
CC(C)c1ccccc1OCC(=O)c1ccc2c(c1)N(CC(=O)N1CCCCC1)C(=O)CO2	75%[activator]
CN(C)c1cccc(-c2cn(C)c(=O)n3cc(CN4CC[S+](=O)([O-])CC4)nc23)c1	3%[176 µM]
CCOc1ccc(-c2nc(C#N)c(NCc3ccc(Cl)cc3)o2)cc1	-24%
CN(C)C(=O)c1ccc(OC2CCN(C(=O)c3ccc(C(F)(F)F)cc3)CC2)nc1	13%
C[C@@H](NC(=O)[C@@H]1CCCN1C(=O)[C@@H]1CCCN1C(=O)OC(C)(C)C)c1ccccc1	6%
Cc1ccc(-c2cnc(SCC(=O)Nc3ccccc3C)o2)cc1C	-18%
CC1Oc2ccc(NC(=O)C3CCCC3)cc2CN(Cc2ccc(F)cc2)C1=O (stereo unspecified)	7%
Cc1cc(C(=O)N2CC(N(C)Cc3cccnc3)C2)n[nH]1	42%[activator]
Cc1ccc(CNCc2ccc(-c3ccc(F)cc3)o2)cc1	?
O=C(c1ccccc1)N1CCC2(CC1)CC(N(Cc1ccc(F)cc1)C1CC1)CCO2 (stereo unspecified)	23%
Cc1ccc(N(C)S(=O)(=O)c2c(-c3ccccc3)csc2C(=O)NCc2cccnc2)cc1C	77%[activator]
CCCCN(CC)CCNC(=O)COCc1cc(-c2cccs2)on1	5%
CCCC1CCC(C)CC1O (stereo unspecified)	-20%
CN(CC1CCCCC1)C1CCc2ccccc21 (stereo unspecified)	80%[activator][176 µM]
C=C(C)Cn1c(-n2nc(C)c(C)c2C)nc2c1c(=O)n(CCN1CCOCC1)c(=O)n2C	9%
CCc1ccc(C(=O)Nc2cccc(Cl)c2)cc1S(=O)(=O)N1CCOCC1	8%
Cc1cnc(C(=O)Oc2cccc(Cl)c2)cn1	?
O=C(NCCc1nc(Cc2ccccc2)no1)C1CNCCO1 (stereo unspecified)	5%

The final 2 records of the section above come first, to join the parts:
SMILES	12-LOX inh
Cc1cnc(C(=O)Oc2cccc(Cl)c2)cn1	?
O=C(NCCc1nc(Cc2ccccc2)no1)C1CNCCO1 (stereo unspecified)	5%
CCS(=O)(=O)Nc1ccc(N2CCCC(CN3CCCC3)C2)c(C(=O)O)c1 (stereo unspecified)	-29%
CCc1cccc(NC(=O)CN2C(=O)NC3(CCC(C)CC3)C2=O)c1 (stereo unspecified)	2%
O=C(CNC(=O)C1CC1)NC(c1ccccc1)c1cc2ccccc2o1 (stereo unspecified)	26%
CCc1nc(NCCCOC)c(C#N)c2c1CCCC2	60%[activator]
CSc1ccc(-c2c/c(=N\c3nc(-c4ccccc4)c(C)s3)c3ccccc3o2)cc1	-2%
C[C@H](NC(=O)C[C@@H]1C=C[C@@H](NC(=O)CN2CCOCC2)[C@@H](CO)O1)c1ccccc1	-15%
CS(=O)(=O)c1ccc(-c2cnc([C@@H]3COCCN3C3CCNCC3)[nH]2)cc1	19%[176 µM]
COc1ccccc1CNC(=O)Cn1ccc2ccc(Cl)cc21	34%[activator]
COc1ccc(-c2noc(-c3cccn3CC(=O)N3CCOc4ccc(C)cc43)n2)cc1F	-4%
CCCCN(Cc1cc2ccccc2[nH]c1=O)S(=O)(=O)c1ccc(Cl)cc1	-27%
CCc1c(C(=O)Nc2ccccc2)csc1C	8%
Cc1ccc2oc(C(=O)Nc3nnc(SCc4ccccc4)s3)cc(=O)c2c1	6%
Cc1ccc(Cl)cc1NC(=O)CSc1ncnc2ccccc12	-7%
Cc1cccc2c(=O)c(-c3ccccc3)c(N)oc12	22%
COc1ccc(NC(=O)c2ccc3c(c2)C2(CCN(C)C2)CN3Cc2ccccc2)cc1 (stereo unspecified)	-11%[176 µM]
O=C(c1ccco1)N1N=C(c2c(-c3ccccc3)c3cc(Cl)ccc3[nH]c2=O)CC1c1ccco1 (stereo unspecified)	?
COc1ccc2cc(S(=O)(=O)N3CCCC3)c(=O)oc2c1	10%
COCCn1c(=O)c(-c2ccc(Cl)cc2)nc2cnc(Nc3ccccc3)nc21	0%
COc1cc(COC(=O)c2cc(OC)c(OC)c(OC)c2)cc(Cl)c1OC(F)F	7%
COc1ccc(-c2nc(C(C)C)nc3c2CCN([S+](=O)([O-])c2cccc(C(F)(F)F)c2)CC3)cc1	0%
O=C(Cc1n[nH]c(=O)c2ccccc12)Nc1ccccc1F	?
O=C1CC(C(=O)NCc2ccc(C(F)(F)F)cc2)c2ccccc2N1 (stereo unspecified)	8%
COc1ccc(-c2cc(N3CCC(NC(=O)Cc4ccc(Cl)cc4)CC3)n[nH]2)cc1	?
COc1ccc(CN2CC(Oc3ccccc3C(=O)NCc3ccccc3)C2)c(OC)c1	46%[activator]
O=C(Nc1ccc(Cl)cc1)c1nc2c(o1)CCN(Cc1cc(F)ccc1F)CC2	?
O=C(O)C[C@@H]1CCN(C(=O)C2CC2)C[C@@H]1CCN1CCC(n2c(=O)[nH]c3ccccc32)CC1	22%
Cn1c(NCc2ccccc2Cl)nc2c1c(=O)n(Cc1ccccc1F)c(=O)n2C	?
O=C(c1ccccn1)N1CCC2(CCCN(Cc3ccc(F)cc3)C2=O)C1 (stereo unspecified)	?
COc1cccc(CNC(=O)c2noc(-c3ccc(C)cc3)n2)c1	22%
CC(Nc1ccc(N2CCOCC2)cc1)c1nc2scc(-c3cccs3)c2c(=O)[nH]1 (stereo unspecified)	35µM*
CCNC(=O)N1CCCCCC1CN1CCc2ccccc2C1 (stereo unspecified)	45%[activator]
Cc1cccc(NC(=S)NN=C2CCCC2)c1	14µM*
CCCCn1nnnc1C(c1ccccc1)N1CCN(Cc2c(F)cccc2Cl)CC1 (stereo unspecified)	9%
CN1CC(=O)N(c2ccccc2F)Cc2c(NCc3cccs3)ncnc21	16%
CN(C)Cc1ccccc1-c1cncnc1NCc1cccnc1	?
COc1ccccc1CCc1nc2ccccc2n1C1CCN(C(=O)c2cn3ccsc3n2)CC1	3%
COc1ccc(Nc2nc(N)c(C(=O)c3ccc(OC)c(OC)c3)s2)cc1	4%
O=C(NCC[C@H]1CC[C@@H](NC(=O)C2CCOCC2)[C@@H](CO)O1)Nc1ccc(Cl)cc1	-6%
COc1ccc(-c2nnc(SCC(=O)NC(C)c3ccc4c(c3)CCCC4)o2)cc1 (stereo unspecified)	?
COc1ccc(Cn2c(C3CCN(C(=O)c4cccc(OC)c4)CC3)n[nH]c2=O)cc1	-19%
CC(=O)N1CCc2cc(S(=O)(=O)Nc3ccc4c(c3)CCN4S(C)(=O)=O)ccc21	8%
CC(C)c1ccc(-n2ccnc(NCc3ccc(F)cc3)c2=O)cc1	?
CCCCN(CC)Cc1c(C)[nH]c2c(C)cc(C)cc2c1=O	18%
Cc1cc(C)n(-c2nc3ccccc3nc2N2CCN(C(=O)c3ccccc3F)CC2)n1	-5%
CN(C)C=Nc1ccccc1I	14%
CCc1ccc(CN(C(=O)c2cc(=O)c3cc(C)cc(C)c3o2)C2CCS(=O)(=O)C2)cc1 (stereo unspecified)	-1%
Cc1ccc(NC(=O)c2ccc(=O)n(CCOc3ccccc3)n2)c(Br)c1	-27%
O=C(c1cn(CCC2CCCCN2)nn1)N1CCc2nc[nH]c(=O)c2CC1 (stereo unspecified)	11%
Cc1csc(NC(=O)c2nc3c(o2)CCN(CCCc2ccccc2)CC3)n1	61%[activator][176 µM]
COc1cccc(CNC(=O)CCC2CCN(S(=O)(=O)c3ccccc3)CC2)c1	-7%
COCCN1CCNc2nc(CN(C)Cc3ccccc3)n(Cc3ccccc3)c2C1=O	81%[activator][176 µM]
O=C(NCc1ccc(F)cc1)c1ccc(CN2C(=O)NC3(CCOCC3)C2=O)cc1	25%
CC(C)c1ccc(NC2=N[C@H]3[C@@H](O)[C@H](O)C[C@H](C(=O)NC4CCCC4)[C@H]3S2)cc1	6%[176 µM]
CCN(CC)c1nc2ccccc2nc1C(=O)Nc1c(C)cc(C)cc1C	8%
CN(C)c1nc2c(c(=O)[nH]1)CCN(Cc1ccc(Cl)cc1F)CC2	?
Cc1ccc(Nc2nnc(SCC(=O)N3CCOCC3)s2)c(C)c1	-2%
CCOCCCNC(=O)C(c1ccc(C)cc1)N(Cc1cccs1)C(=O)CCc1cc(C(C)(C)C)c(O)c(C(C)(C)C)c1 (stereo unspecified)	?
CCN1C(=O)C2(CCN(C(=O)C3CCCCC3)CC2)c2ccccc21	18%
O=C1OC[C@@H]2CCN(Cc3ccc(F)cc3)Cc3ccc(F)cc3N12	7%[176 µM]
COCCN1Cc2ccc(NCc3ccccc3)nc2C(C)(C(=O)Nc2ccc(F)cc2)C1 (stereo unspecified)	-25%

5 compounds from above, sorted by length of the SMILES, rising.
SMILES	12-LOX inh
CCN1CCN(c2oc(-c3cccc(Cl)c3)nc2C#N)CC1	-29%
CC(=O)c1cnn(-c2cc(NC3CCCCC3)nc(C)n2)c1C	34%[activator]
COc1ccc(-c2nnc(SCC(=O)NC(C)c3ccc4c(c3)CCCC4)o2)cc1 (stereo unspecified)	?
COc1ccc(NC(=O)c2ccc3c(c2)C2(CCN(C)C2)CN3Cc2ccccc2)cc1 (stereo unspecified)	-11%[176 µM]
COc1ccc(-c2nc(C(C)C)nc3c2CCN([S+](=O)([O-])c2cccc(C(F)(F)F)c2)CC3)cc1	0%

More structures follow:
SMILES	12-LOX inh
O=C(COc1ncnc2ccccc12)Nc1ccc(F)cc1	-44%
O=S(=O)(c1ccc(-c2csc(Nc3cccc4ccccc34)n2)cc1)N1CCCCC1	16µM*
CCN1C(=O)C2(C(C(=O)c3ccc(C)o3)=C(O)C(=O)N2CCN2CCOCC2)c2ccccc21 (stereo unspecified)	?
COc1ccc(S(=O)(=O)N2C[C@@H]3C[C@H](C2)c2ccc(-c4cccc(C(F)(F)F)c4)c(=O)n2C3)cc1	47%
CSc1cccc(NC(=O)CCc2ncc(-c3ccccc3)o2)c1	1%
Cc1ccccc1Nc1nc(-c2ccc(C)c([N+](=O)[O-])c2)cs1	?
NC(=O)Nc1ccc([N+](=O)[O-])cc1	-48%
Cc1nc(CCNC(=O)C2(c3ccccc3)CC2)no1	-11%
CCC(C)NC(=O)C(NC(=O)c1cccs1)C1CCN(C(=O)c2ccccc2F)CC1 (stereo unspecified)	16%
CCn1nc(-c2ccc(C)c(S(=O)(=O)NC3CC3)c2)c2c(c1=O)CCCC2	5%
COC(=O)c1ccc(OC(=O)c2ccc(N(C)C)cc2)cc1	-1%
C(=N\N=C(c1ccccc1)c1ccccc1)/c1ccccn1	39%[activator]

The final 3 entries of the section above lead into the next.
SMILES	12-LOX inh
CCn1nc(-c2ccc(C)c(S(=O)(=O)NC3CC3)c2)c2c(c1=O)CCCC2	5%
COC(=O)c1ccc(OC(=O)c2ccc(N(C)C)cc2)cc1	-1%
C(=N\N=C(c1ccccc1)c1ccccc1)/c1ccccn1	39%[activator]
O=C(Cc1scnc1-c1cccs1)NCCc1ccc(Cl)cc1	-7%
Cc1cccc(OCC(=O)N2CC(C(=O)NCCc3ccncc3)C3(CCOCC3)C2)c1 (stereo unspecified)	4%
CC(C)CCN1CCC2(C1)C(=NC1CCCCC1)NC(=O)N2c1cc(F)cc(F)c1 (stereo unspecified)	-43%
Cc1cc2c(c(=O)n1Cc1ccccn1)C(c1ccco1)C(C#N)=C(N)O2 (stereo unspecified)	10%
CCOc1ccc(C(N)=S)cc1	14µM*
CCn1ccnc1CN(C)C(=O)c1cc(-c2cnc(N)nc2)nc2c(C)cccc12	50%[activator]
Cc1cc2nn(-c3ccccc3)nc2cc1NC(=O)c1ccc(Br)o1	?
CCCCCN1CCC2(CC1)Cc1ccccc1CNC2=O	13%[12.5 µM]
Fc1ccc(Oc2ccc(CNc3ncccn3)cn2)cc1	-10%

Not all compounds are listed (hit frequency here may not be typical).
